MRP1 act – H69AR viability gain despite doxorubicin, primary screen, MRP-1 activator project, H69AR cells, CellTiter-Glo; viability rescue; viability increase, % at 10 µM; 140,000 compounds, 0.61% hits; AID 799, 2007;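 active = viability gain under doxorubicin at or above a set limit, the compound median plus 3 SD, cut at about 4.7% in these data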;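 note: MRP-1 overexpressing cells given doxorubicin 25 µM after compound pretreatment; 18-22 h compound pretreatment then 72 h with doxorubicin before readout; 0% = doxorubicin-only wells and 100% = vehicle-treated cells without doxorubicin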
GALR2 blocker – GALR2 antagonists in receptor-expressing cells, primary screen; antagonist mode; inhibition, % at 4 µM; AID 828, 2007; 140,000 compounds, 0.39% hits; Galanin receptor type 2 (Homo sapiens), O43603; in the data active = inhibition above about 27%;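 note: cells stimulated with galanin 1-16 at roughly its EC80; 0% = agonist challenge control and 100% = basal control without agonist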
Target sequence (O43603 whole entry, looked up): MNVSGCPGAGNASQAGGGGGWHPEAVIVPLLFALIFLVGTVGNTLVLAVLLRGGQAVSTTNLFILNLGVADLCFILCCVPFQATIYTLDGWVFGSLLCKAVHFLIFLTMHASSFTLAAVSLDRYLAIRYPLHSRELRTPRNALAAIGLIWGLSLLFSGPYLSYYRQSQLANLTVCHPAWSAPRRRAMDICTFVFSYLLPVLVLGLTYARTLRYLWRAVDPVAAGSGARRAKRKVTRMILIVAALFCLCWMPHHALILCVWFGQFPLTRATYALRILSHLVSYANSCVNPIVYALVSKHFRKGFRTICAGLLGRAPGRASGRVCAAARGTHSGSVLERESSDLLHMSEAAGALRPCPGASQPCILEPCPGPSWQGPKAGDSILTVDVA
E-sel TNF inh – E-selectin induction blockers in HUVEC – imaging, immunofluorescence, high content, primary screen. HUVEC TNFa-induced E-selectin immunofluorescence. inhibition, % at 2 µM. 120,000 compounds, 0.71% hits. AID 1246, 2008;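 active = inhibition above the batch mean plus 3 SD, and confirmed as a hit on visual image review, cut at about 43% in these data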;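 note: 0% = TNF-stimulated DMSO wells and 100% = unstimulated control wells; not every result past the cut was called active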
HCT116 bCat-KO – primary screen for growth suppressors in beta-catenin knockout HCT116 cells (colon tumor, human); HCT116 beta-catenin knockout viability, CellTiter-Glo, 60 h; stronger effect = lower value; viability, % at 10 µM; 140,000 compounds, 1.5% hits;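 active = viability at or under a set limit, the compound median less 4 SD, cut at about 6% in these data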;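 note: 0% = Hyamine 1622 control at 20 µM and 100% = untreated cell control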
Measles CPE – compounds protecting cells from measles virus cytopathic effect, primary screen, measles RdRp inhibitor project, single point, MLSMR library, absorbance; protection (pct of control), % at 4 µM; 140,000 compounds, 1.5% hits; Measles virus-infected cells, CPE protection; AID 841, 2007; in the data active = protection mostly above about 24%, no sharp cut-off; inactive = mostly below about 26%; note: some compounds called inactive have numbers as strong as hits
Phagocytosis inh – inhibitors of macrophage phagocytosis, primary screen, imaging, J774A.1 cells, IgG beads; J774A.1 macrophage IgG-bead phagocytosis; inhibition, % at 5 µM; 110,000 compounds, 0.07% hits; AID 1029, 2008;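 active = inhibition above the mean of the plate negative controls plus 5 SD, cut at about 13% in these data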;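 note: phagocytic index as fraction of beads internalized from green versus red external bead signal; plate controls were DMSO negative control for no effect and cytochalasin-D positive control for full effect; some results beyond the cut were filed as inactive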
BB579 growth dn – growth inhibitors of yeast BB579 in restrictive medium, primary screen, yeast lifespan-shortening project, S. cerevisiae; 140,000 compounds, 0.51% hits; AID 804, 2007; inhibition, % at 10 µM; OD615, 48 h;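 active = inhibition above a set limit, 3 SD over the mean compound inhibition, cut at about 44% in these data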; note: inactives centre near -24
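test system = yeast BB579 (DeaD) | buffer or medium = restrictive CSMM-D medium | doses = single compound dose of 10 µM, 0.25% DMSO final | times = 4 h preincubation and 48 h exposure at 30 °C | technique = culture absorbance at 615 nm | benchmarks = amphotericin B 10 µg/mL, positive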
NPY-Y2 antag – NPY-Y2 receptor antagonists, primary screen, cell-based | NPY-Y2 expressing cells, antagonist mode | 140,000 compounds, 0.99% hits | inhibition, % at 2.7 µM | Neuropeptide Y receptor type 2 (Homo sapiens), P49146; in the data active = inhibition above about 17%;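 note: 0% = vehicle with agonist challenge and 100% = reference antagonist with challenge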
Target sequence (P49146 whole entry, looked up): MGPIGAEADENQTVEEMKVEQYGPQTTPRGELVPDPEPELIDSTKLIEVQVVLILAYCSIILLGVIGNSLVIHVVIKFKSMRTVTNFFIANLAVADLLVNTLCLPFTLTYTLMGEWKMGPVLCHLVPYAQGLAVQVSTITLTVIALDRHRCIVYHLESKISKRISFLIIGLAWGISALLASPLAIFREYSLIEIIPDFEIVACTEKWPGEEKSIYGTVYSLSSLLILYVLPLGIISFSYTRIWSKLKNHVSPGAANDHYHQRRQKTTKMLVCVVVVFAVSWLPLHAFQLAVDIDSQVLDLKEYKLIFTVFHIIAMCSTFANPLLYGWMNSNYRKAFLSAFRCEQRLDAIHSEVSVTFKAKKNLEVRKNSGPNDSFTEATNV
Yeast lifespan up – compounds extending yeast replicative lifespan, primary screen, S. cerevisiae, OD615; inhibition of the nicotinamide effect, % at 10 µM; 130,000 compounds, 0.68% hits; S. cerevisiae growth with nicotinamide; deaD strain in restrictive glucose medium;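 active = inhibition above a set limit, placed 3 SD over the median of all compounds, cut at about 26% in these data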;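 note: 0% = nicotinamide-treated wells and 100% = cells grown without nicotinamide; some compounds called inactive have numbers as strong as hits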
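assay system = DeaD-strain S. cerevisiae | buffer or medium = restrictive glucose medium | reagent = 1.5 mM nicotinamide | compound = 10 µM single point, 0.25% DMSO | incubation = 48 h compound exposure at 30 °C, humidified | signal = OD615 measurement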
PTEN del growth – growth suppression of PTEN-null HCT116, primary screen, cell-based, CellTiter-Glo; HCT116 PTEN-null viability, 60 h; stronger effect = lower value; viability, % at 10 µM; 140,000 compounds, 1.2% hits; AID 827, 2007;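 active = viability at or below a set limit, 4 SD under the median of all tested compounds, cut at about 3.7% in these data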;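 note: PTEN knockout HCT116 line with beta catenin targeted HCT116 as companion control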
* hit, by the source's call; / = not tested or not shown. An unsorted share of the library, and some 6.3% of all compounds hit somewhere here.

1. O=C(CSc1nnc2c(n1)[nH]c1ccc(F)cc12)OCc1ccccc1
2. CCCCc1nnc(SCc2ccc(OCC)cc2)n1N
3. Cc1cccc(OCC(=O)Nc2ccc(N3CCN(S(C)(=O)=O)CC3)cc2)c1
4. CCc1ccc(OCC(=O)NC(NC(=S)Nc2ccccc2OC)C(Cl)(Cl)Cl)cc1 (centres undefined)
5. Nc1nncn1C(=O)c1ccccc1Cl
6. CCOC(=O)c1sc(NC(=O)CCN2CC(C)OC(C)C2)c(C(=O)OCC)c1C (centres undefined)
7. c1ccc2c(C3=NNC(=NC4CCCCC4)SC3)c[nH]c2c1
8. COCCn1c(SCC(=O)Nc2ccc(C)cc2C)nc2c(oc3ccccc32)c1=O

Screen / compound no.	1	2	3	4	5	6	7	8
MRP1 act	0.8	-1.4	0.1	-5.5	-0.4	-1.8	-3.9	-4.0
GALR2 blocker	-3	1	7	7	-8	22	14	9
E-sel TNF inh	10	/	21	-39	24	-3	/	/
HCT116 bCat-KO	79	95	103	36	102	100	77	17
Measles CPE	22	2	8	43*	8	27	26	2
Phagocytosis inh	/	0	0	-7	0	0	-11	4
BB579 growth dn	-32	-17	-13	-34	-17	-76	-33	-27
NPY-Y2 antag	1	-2	3	6	3	-1	3	1
Yeast lifespan up	-16	-1	-6	17	0	-9	6	3
PTEN del growth	90	97	94	23	98	105	64	14

Eight of these compounds in a different format.
cpd	SMILES	MRP1 act	GALR2 blocker	E-sel TNF inh	HCT116 bCat-KO	Measles CPE	Phagocytosis inh	BB579 growth dn	NPY-Y2 antag	Yeast lifespan up	PTEN del growth
1	O=C(CSc1nnc2c(n1)[nH]c1ccc(F)cc12)OCc1ccccc1	0.8	-3	10	79	22	/	-32	1	-16	90
2	CCCCc1nnc(SCc2ccc(OCC)cc2)n1N	-1.4	1	/	95	2	0	-17	-2	-1	97
3	Cc1cccc(OCC(=O)Nc2ccc(N3CCN(S(C)(=O)=O)CC3)cc2)c1	0.1	7	21	103	8	0	-13	3	-6	94
4	CCc1ccc(OCC(=O)NC(NC(=S)Nc2ccccc2OC)C(Cl)(Cl)Cl)cc1 (centres undefined)	-5.5	7	-39	36	43*	-7	-34	6	17	23
5	Nc1nncn1C(=O)c1ccccc1Cl	-0.4	-8	24	102	8	0	-17	3	0	98
6	CCOC(=O)c1sc(NC(=O)CCN2CC(C)OC(C)C2)c(C(=O)OCC)c1C (centres undefined)	-1.8	22	-3	100	27	0	-76	-1	-9	105
7	c1ccc2c(C3=NNC(=NC4CCCCC4)SC3)c[nH]c2c1	-3.9	14	/	77	26	-11	-33	3	6	64
8	COCCn1c(SCC(=O)Nc2ccc(C)cc2C)nc2c(oc3ccccc32)c1=O	-4.0	9	/	17	2	4	-27	1	3	14

Carrying on:
9. CCN(CC)CC(=O)c1c[nH]c2ccccc12
10. COC(=O)c1c(NC(NC(C)=O)C(Cl)(Cl)Cl)sc2c1CCCC2 (centres undefined)
11. CCCCc1ccc(NC(=O)OC)cc1
12. COc1cccc(C(=O)Nc2ccc(S(=O)(=O)Nc3nccc(C)n3)cc2)c1
13. CCOc1ccc(CCn2c(-c3ccco3)nc3ccccc3c2=O)cc1OCC
14. COc1ccc(C(=O)NCc2nc3ccccc3[nH]2)cc1OC
15. O=C(Cn1cc2c(n1)CCCC2)N1CCc2ccccc21
16. COc1ccc(-c2nn(-c3ccccc3)cc2C(=O)n2nnc3ccccc32)cc1

Screen / compound no.	9	10	11	12	13	14	15	16
MRP1 act	-1.4	1.4	0.7	1.7	-2.5	0.3	-2.4	-1.6
GALR2 blocker	8	0	10	1	-1	5	12	-6
E-sel TNF inh	/	/	/	4	18	/	-5	4
HCT116 bCat-KO	76	86	97	96	32	86	60	74
Measles CPE	5	4	7	30*	44*	12	10	14
Phagocytosis inh	-1	/	-1	-1	0	0	0	0
BB579 growth dn	-58	2	-35	-22	-56	23	-36	-27
NPY-Y2 antag	2	1	1	0	0	2	-1	2
Yeast lifespan up	-11	-3	-17	-1	-9	-2	-4	-4
PTEN del growth	91	87	110	108	30	82	72	83

17. CN(C)Cc1ccc(F)cc1Sc1ccc(Cl)cc1Cl
18. Cn1c(=O)c2c(nc(Sc3nc4ccccc4n3CC(=O)N3CCCCC3)n2C)n(C)c1=O
19. O=C1c2oc3ccccc3c(=O)c2C(c2cccc(O)c2)N1CCCN1CCOCC1 (centres undefined)
20. CCOc1ccc(N/C=C/C(=O)c2ccccc2)c([N+](=O)[O-])c1
21. Cc1ccc(S(=O)(=O)N2CCC(=O)N2)cc1
22. COCC(=O)N(Cc1cc2cc(OC)ccc2[nH]c1=O)c1ccccc1OC
23. NC(=O)c1sc2nc3c(c(-c4ccco4)c2c1N)CCC3
24. CNS(=O)(=O)c1ccc(OC)c(-c2nnc3c4ccccc4c(C)nn23)c1

Screen / compound no.	17	18	19	20	21	22	23	24
MRP1 act	-2.4	-2.0	-0.7	-2.2	-2.7	-2.3	-5.0	-2.2
GALR2 blocker	-9	16	0	-12	-4	-1	4	-8
E-sel TNF inh	/	-30	3	46	-39	/	24	3
HCT116 bCat-KO	96	98	90	99	95	110	84	105
Measles CPE	3	12	9	2	13	5	34	3
Phagocytosis inh	-14	0	0	-6	/	0	0	-1
BB579 growth dn	-50	-29	10	-37	-25	-32	-41	-19
NPY-Y2 antag	11	2	6	2	0	2	5	4
Yeast lifespan up	4	-14	-8	7	-14	-8	-6	-21
PTEN del growth	91	90	93	97	94	107	78	95

25. C=CCn1c(=O)c(C(=O)Nc2ccccc2C(=O)OCC)c(O)c2ccccc21
26. CCn1cc(C(=O)N2CCc3ccccc3C2)c(=O)c2cc(S(=O)(=O)N3CCCCC3)ccc21
27. O=C(Cc1ccccc1)NC(=S)Nc1cc(C(F)(F)F)ccc1Cl
28. COc1ccc(C2CC3(CC(C)(C)NC(=S)N3)Oc3cc(O)cc(C)c32)cc1 (centres undefined)
29. CCN(CC)S(=O)(=O)c1ccc(NC(=O)CSc2nnc(-c3ccc(F)cc3)o2)cc1
30. CC1=CC(C)(C)N2C(=O)C3(N=C(N)NC(Nc4ccccc4)=N3)c3cc(C)cc1c32 (centres undefined)
31. N#Cc1c(-c2ccccc2)nc(SCC(=O)Nc2ccccc2F)[nH]c1=O
32. O=c1c(-c2ccnn2-c2ccc(F)cc2)cnc2n1CCS2

Screen / compound no.	25	26	27	28	29	30	31	32
MRP1 act	-1.9	-2.1	-3.7	-1.9	-2.3	-3.8	9.8*	0.4
GALR2 blocker	1	12	-14	6	-3	6	15	-3
E-sel TNF inh	-14	-14	9	/	61*	-17	/	11
HCT116 bCat-KO	58	87	84	93	77	23	95	90
Measles CPE	4	5	3	16	7	6	15	11
Phagocytosis inh	0	0	/	-8	-1	-1	-3	0
BB579 growth dn	-54	-1	-36	-5	-34	-37	-36	7
NPY-Y2 antag	-1	-1	5	0	2	2	8	4
Yeast lifespan up	12	-3	-4	1	4	-30	2	-4
PTEN del growth	56	100	83	93	74	27	102	96

33. CC(=O)OCc1c(C(F)(F)F)nn(C)c1Oc1cccc(C(F)(F)F)c1
34. COc1cc(CNc2ccc(C)c(C)c2)cc(OC)c1OC
35. Cc1ccc(NC(=O)c2ccc(OCC3CCCO3)cc2)cc1 (centres undefined)
36. COc1ccc(-c2nnc(SCC(=O)N(Cc3ccccc3)C(C)(C)C)o2)cc1OC
37. O=C(/C=C/Nc1ccc([N+](=O)[O-])cc1)c1ccc(Br)cc1
38. COc1cc(CN2CCC(C(=O)N3CCCC(C)C3)CC2)cc(OC)c1O (centres undefined)
39. CN(C)C(=O)CSc1nnc(CCN)o1
40. COc1ccc(CNC(=O)C2CCCN(S(=O)(=O)c3c(C)nn(C)c3C)C2)cc1 (centres undefined)

Screen / compound no.	33	34	35	36	37	38	39	40
MRP1 act	-1.1	-1.9	-1.0	-1.4	-0.6	0.6	0.2	1.2
GALR2 blocker	3	5	3	5	6	-3	11	-4
E-sel TNF inh	2	-58	-2	-12	/	/	/	9
HCT116 bCat-KO	94	17	85	37	80	102	91	101
Measles CPE	6	13	13	3	17	17	20	10
Phagocytosis inh	/	0	-1	1	-3	0	0	0
BB579 growth dn	-15	4	-35	-40	-20	-19	-18	-13
NPY-Y2 antag	5	0	7	1	2	0	0	0
Yeast lifespan up	-7	-12	2	-3	-1	-11	45	-4
PTEN del growth	97	26	75	43	73	107	97	86

41. CCOC(=O)c1[nH]c2ccccc2c1NC(=S)Nc1cccc(C)c1C
42. CCOC(=O)c1cc(-c2ccccc2)n(CCC(=O)NC(C)CC)c1C (centres undefined)
43. CCOc1cc(/C=N/NC(=O)COc2ccc(Cl)cc2)ccc1OS(=O)(=O)c1ccccc1
44. CCOc1cccc(NC(=O)C(Cc2cccs2)c2nn[nH]n2)c1 (centres undefined)
45. COc1[nH]c(/N=C/c2ccccc2)c(C#N)c1C#N
46. CS(=O)(=O)Nc1ccc(S(=O)(=O)N2CCOCC2)cc1
47. CCCOc1ccc(C2(C(=O)O)CCCC2)cc1
48. C/C(=C\c1ccco1)C1C(C#N)=C(N)OC2=C1C(=O)CC(C)(C)C2 (centres undefined)

Screen / compound no.	41	42	43	44	45	46	47	48
MRP1 act	-4.1	-0.9	0.6	-1.6	0.7	-0.6	-2.3	-1.5
GALR2 blocker	22	-4	-13	2	-6	4	-3	0
E-sel TNF inh	-12	-12	8	22	-5	24	-3	1
HCT116 bCat-KO	77	90	57	96	95	88	97	89
Measles CPE	12	5	19	9	19	5	13	1
Phagocytosis inh	/	/	1	2	2	/	-3	0
BB579 growth dn	-2	-19	-59	-22	-55	-34	-19	-47
NPY-Y2 antag	2	3	2	0	0	3	44*	-1
Yeast lifespan up	-2	/	-12	1	-11	-6	23	-11
PTEN del growth	80	98	56	107	107	91	101	101

49. O=C(CCN1C(=O)C2C3C=CC(C3)C2C1=O)N1CCN(c2ccc(F)cc2)CC1 (centres undefined)
50. CCN(CC)C(=O)C(C)N(C#N)c1nc(C)cc(C)n1 (centres undefined)
51. COc1ccc(C2CC(c3ccccc3)n3nnnc3N2)cc1 (centres undefined)
52. Fc1ccc(Oc2nccc(-c3ccc(Cl)cc3)n2)cc1

Screen / compound no.	49	50	51	52
MRP1 act	-2.3	-0.3	-0.2	2.1
GALR2 blocker	12	9	-6	-3
E-sel TNF inh	-46	/	-7	34
HCT116 bCat-KO	77	93	104	100
Measles CPE	8	16	7	5
Phagocytosis inh	-3	-11	0	1
BB579 growth dn	6	-7	-1	-51
NPY-Y2 antag	0	0	2	3
Yeast lifespan up	-2	-2	-4	-15
PTEN del growth	87	102	97	112

Screens: PubChem BioAssay, several laboratories
